BoNT-F LC inh: BoNT F light chain protease inhibition. Multiplex microsphere protease cleavage assay, flow cytometry. inhibition, % at 10 µM. 0.22% of 360,000 active; in the data active = inhibition above about 35%, passing the limit was not always enough; inconclusive = no clear call, values can overlap the other calls; also: plate controls were buffer without enzyme for full effect and enzyme alone for no effect
GDH-TPI counter: counter-screen for M. tuberculosis FBA inhibitors: GDH-TPI coupled enzymes; GDH-TPI coupled enzyme counterscreen, NADH absorbance; inhibition, % at 4.8 µM; 1.2% of 360,000 active; AID 588335; in the data active = inhibition above about 30%;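 also: 0% = DMSO wells and 100% = wells lacking the enzyme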
FadD28 binding: inhibitors of Mycobacterium tuberculosis FadD28 bisubstrate binding; FadD28 bisubstrate probe binding, fluorescence polarization; inhibition, % at 12.5 µM; 0.22% of 360,000 active; AID 588549; in the data active = inhibition above about 8.5%, passing the limit was not always enough; inconclusive = no clear call, values can overlap the other calls
Anthrax LF inh2: anthrax lethal factor protease inhibition. multiplex microsphere protease cleavage assay, LF. 0.12% of 360,000 active. P15917. inhibition, % at 10 µM; also: plate controls were buffer without enzyme for full effect and enzyme alone for no effect
BoNT A protease: blocks Botulinum neurotoxin A light chain protease. multiplex microsphere protease substrate cleavage, flow cytometry. inhibition, % at 10 µM. 0.17% of 360,000 active. AID 588499; also: plate controls were buffer without enzyme for full effect and enzyme alone for no effect
PfHsp40 yeast: rescue of PfHsp40-mediated yeast toxicity | S. cerevisiae expressing PfHsp40, growth rescue, ATP luminescence | growth rescue, % at 12.5 µM | 0.68% of 340,000 active; in the data active = growth rescue above about 28%, passing the limit was not always enough; inconclusive = no clear call, values can overlap the other calls;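 also: yeast W303a lacking pdr1 and pdr3 grown in galactose medium; growth measured after three days at 30 °C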
Mtb FBA inh: inhibitors of M. tuberculosis fructose-bisphosphate aldolase. P9WQA3. purified M. tuberculosis FBA, fluorescence read-out. inhibition, % at 1 µM. 2.3% of 360,000 active. AID 588726; in the data active = inhibition above about 27%;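 also: 0% = vehicle and 100% = reference inhibitor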
Target sequence (P9WQA3 whole entry, looked up): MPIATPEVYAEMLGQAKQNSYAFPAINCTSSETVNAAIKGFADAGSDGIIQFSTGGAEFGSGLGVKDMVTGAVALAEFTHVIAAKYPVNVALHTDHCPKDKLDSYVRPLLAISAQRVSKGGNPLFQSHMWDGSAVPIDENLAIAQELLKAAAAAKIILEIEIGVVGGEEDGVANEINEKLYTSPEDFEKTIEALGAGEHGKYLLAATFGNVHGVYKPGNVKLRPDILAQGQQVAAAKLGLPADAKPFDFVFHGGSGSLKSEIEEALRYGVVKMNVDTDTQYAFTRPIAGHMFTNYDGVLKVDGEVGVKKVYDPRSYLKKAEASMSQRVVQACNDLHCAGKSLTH
Mtb BioA inh: blocks M. tuberculosis BioA enzyme activity; purified M. tuberculosis BioA enzyme, plate reader; inhibition, % at 9.99 µM; 0.096% of 360,000 active; in the data active = inhibition above about 40%; inconclusive = no clear call, values can overlap the other calls
UGM FP inh: Mtb UDP-galactopyranose mutase inhibition | P9WIQ1 | purified UGM, fluorescence polarization probe displacement | inhibition, % at 10 µM | 0.06% of 320,000 active | AID 504406; in the data active = inhibition above about 10%, passing the limit was not always enough; inconclusive = no clear call, values can overlap the other calls
Target sequence (P9WIQ1 whole entry, looked up): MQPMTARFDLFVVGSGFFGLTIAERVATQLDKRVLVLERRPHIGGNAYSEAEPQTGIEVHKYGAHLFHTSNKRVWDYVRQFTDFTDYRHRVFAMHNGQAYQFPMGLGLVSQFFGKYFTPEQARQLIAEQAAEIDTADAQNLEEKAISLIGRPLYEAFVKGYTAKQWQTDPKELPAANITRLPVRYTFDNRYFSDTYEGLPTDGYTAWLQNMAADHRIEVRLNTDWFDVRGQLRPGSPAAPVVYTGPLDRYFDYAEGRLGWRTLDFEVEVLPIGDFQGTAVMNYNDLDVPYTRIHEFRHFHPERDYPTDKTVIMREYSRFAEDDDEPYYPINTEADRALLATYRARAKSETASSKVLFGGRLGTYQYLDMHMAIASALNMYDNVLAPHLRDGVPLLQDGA
Active calls of the source: *; ? = inconclusive; . = no result given. Rule as the data show it, unless noted: active = inhibition above about 30%; inconclusive = no clear call, values can overlap the other calls; inactive = below that.

The opening two compounds, ahead of the listing:
SMILES	UGM FP inh	GDH-TPI counter	Mtb BioA inh	Anthrax LF inh2	BoNT A protease	Mtb FBA inh	BoNT-F LC inh	FadD28 binding	PfHsp40 yeast
COC(=O)c1cnn2c(C)c(Cc3cccc(F)c3)c(C)nc12	.	8	4.3	-10	-1.3	43*	-12	-1.7	0.0
COc1ccccc1NC(=O)NCc1ccc(C)n1C	1.4	7	-0.5	-4	-3.5	-1	12	0.1	0.3

Results, repeating the preview:
SMILES	UGM FP inh	GDH-TPI counter	Mtb BioA inh	Anthrax LF inh2	BoNT A protease	Mtb FBA inh	BoNT-F LC inh	FadD28 binding	PfHsp40 yeast
COC(=O)c1cnn2c(C)c(Cc3cccc(F)c3)c(C)nc12	.	8	4.3	-10	-1.3	43*	-12	-1.7	0.0
COc1ccccc1NC(=O)NCc1ccc(C)n1C	1.4	7	-0.5	-4	-3.5	-1	12	0.1	0.3
CC1(/[N+]([O-])=C/c2ccc(F)cc2)CCCCC1=O (stereo unspecified)	0.9	6	.	-9	?	1	?	0.8	0.0
Cc1ccc(-c2cc(C(=O)NC3CCCCC3)no2)cc1	2.8	6	.	-4	3.2	1	7	0.5	-0.4
Cc1cn([C@H]2C[C@H](O)[C@@H](CCC(=O)NCCCc3ccccc3)O2)c(=O)[nH]c1=O	.	.	0.2	-2	-1.5	0	-12	-0.7	.
C#CCNC(=O)c1ccc(OCc2ccccc2)cc1Cl	2.6	-3	.	-4	-0.2	-1	-7	-4.4	-0.2
Fc1ccc(-c2noc(C3CCN(Cc4cccnc4)CC3)n2)cc1	-2.6	6	5.8	-4	0.5	-7	-3	-2.0	0.5
COc1ccccc1N(C)S(=O)(=O)c1ccc(C(=O)N(C)Cc2cccc(F)c2)cc1	.	4	3.4	-4	-0.2	-3	-1	-1.6	.
COCCNC(=O)c1ccccc1NS(=O)(=O)c1ccc(C)c([N+](=O)[O-])c1	-1.1	0	.	0	-0.1	2	-5	1.1	0.3
CCOc1ccc(OCC)c(NC(=O)CC2Oc3ccccc3NC2=O)c1 (stereo unspecified)	2.5	0	-2.3	-2	-0.6	7	-2	2.8	1.7
CCC(C)NC(=O)C1CC(c2ccc(OC)cc2)=NO1 (stereo unspecified)	-2.5	-2	-1.5	-8	6.0	2	7	-0.4	1.4
CC1CCC(NC(=O)C2(C)CCC(=O)N2Cc2cccnc2)CC1 (stereo unspecified)	-1.4	-5	-0.6	-6	-0.4	-1	-9	-3.1	1.5
N=c1n(CCCOc2ccc(F)cc2)c2ccccc2n1CC(N)=O	-0.8	-2	1.3	6	-0.4	1	-1	-2.7	1.9
O=C1OCCC1=COCCOC=C1CCOC1=O	.	-2	-0.6	1	-0.2	-3	1	-2.5	.
CCC(=O)N1CCN(c2ccccc2NC(=O)c2cccc(C)c2)CC1	-0.1	9	1.1	-9	-0.8	0	-17	-2.2	-0.6
O=c1[nH][nH]c(C(F)(F)F)c1C=Nc1ccccc1Cl	-1.8	-6	-0.4	0	-0.8	1	6	-2.8	-0.3
Cc1cc(C(=O)CSc2nnc(-c3cccnc3)n2-c2ccccc2)c(C)n1CC1CCCO1 (stereo unspecified)	-3.2	7	14	-3	1.2	2	1	0.9	0.6
COc1cccc(/C=C/C(=O)OCC(=O)c2ccc[nH]2)c1	.	3	0.9	-2	-0.1	22	5	-0.2	.
CCCNCc1cc(Cl)c(OCC)c(Cl)c1	0.0	12	-3.3	-9	0.3	1	-6	-0.6	-0.2
c1ccc2sc(Sc3ncnc4sccc34)nc2c1	0.3	11	.	-2	0.1	2	-9	-1.9	0.4

In a second layout: entries from further up
Screens in order: UGM FP inh	GDH-TPI counter	Mtb BioA inh	Anthrax LF inh2	BoNT A protease	Mtb FBA inh	BoNT-F LC inh	FadD28 binding	PfHsp40 yeast
- CCOc1ccc(OCC)c(NC(=O)CC2Oc3ccccc3NC2=O)c1 (stereo unspecified)
→ 2.5	0	-2.3	-2	-0.6	7	-2	2.8	1.7
- COCCNC(=O)c1ccccc1NS(=O)(=O)c1ccc(C)c([N+](=O)[O-])c1
→ -1.1	0	.	0	-0.1	2	-5	1.1	0.3

New compounds follow.
SMILES	UGM FP inh	GDH-TPI counter	Mtb BioA inh	Anthrax LF inh2	BoNT A protease	Mtb FBA inh	BoNT-F LC inh	FadD28 binding	PfHsp40 yeast
CCCCNC(=O)CC(=O)Nc1ccccc1C(=O)O	-0.6	-9	-1.6	2	-0.8	-2	-11	-3.3	-1.0
O=C(O)c1cccc(NC(=O)C2CC(=O)N(Cc3ccccc3)C2)c1 (stereo unspecified)	0.1	-12	0.6	4	0.4	2	-1	-4.7	-0.5
Cc1nc(N2CCCCC2C)c2c(C)c(C(=O)Nc3ccccc3C(F)(F)F)sc2n1 (stereo unspecified)	-2.6	16	-0.8	0	1.7	13	-2	-0.9	0.7
OCCN(CCO)CC(O)Cn1c2ccccc2c2ccccc21 (stereo unspecified)	2.7	7	.	2	-1.1	1	-6	-1.2	-0.8
CCOC(=O)Cc1csc(NC(=O)CSc2nc3cccnc3n2CC)n1	1.7	2	2.2	1	-0.6	1	3	-4.2	0.0
Cc1ccccc1NC(=O)CSc1ccc(-c2cccnc2)nn1	-0.9	1	10.0	-5	1.0	0	-4	0.1	-1.2
COc1ccc(NC(=O)CS(=O)(=O)c2cn(CC(=O)N3CCOCC3)c3ccccc23)cc1	-2.6	0	.	-2	-0.6	1	-1	-1.2	-0.6
CC[n+]1ccc(C)c2cc(P(=O)(c3ccccc3)c3ccccc3)ccc21	1.7	-2	0.9	-15	3.3	-4	-42	-0.7	-0.2
O=C(CC1CCCC1)Nc1ccc(Br)cc1	0.2	-9	1.0	10	-2.6	-1	-14	-2.1	0.7
O=C(CSC1=NCCS1)c1ccc(Cl)cc1	1.2	4	.	-2	-0.6	5	-4	-1.3	16
CC(=NCc1cccnc1)c1c(O)n(-c2ccccc2)c(=O)[nH]c1=O	-0.3	4	0.2	-3	-2.2	0	-4	-1.9	-1.1
Cc1c(N)cccc1-n1cccc1	2.0	-2	.	1	0.0	2	1	-0.4	-2.1
O=[N+]([O-])c1ccc(CN2CC(N3CCN(CCO)CC3)CS2(=O)=O)cc1 (stereo unspecified)	.	4	-0.3	-1	-1.0	-1	-4	-1.4	.
CCCc1cc(=O)[nH]c(SCC(=O)N2CCCc3ccccc32)n1	0.0	9	.	-2	-2.3	2	0	-1.2	0.2
O=C(Nc1cc(C(=O)N2CCOCC2)cc(C(=O)N2CCOCC2)c1)c1cc(F)c(F)cc1Cl	-1.0	2	-1.0	-5	0.8	-1	2	0.1	-0.9
O=C(CN1C(=O)c2cccc3cccc1c23)Nc1ccccc1C(=O)NCc1ccco1	1.0	-3	-0.1	-2	-0.5	7	-5	1.4	1.4
CC(C(=O)Nc1ccc(F)c(F)c1F)N(C)CC(=O)Nc1ccccc1Br (stereo unspecified)	-0.7	4	0.5	-1	0.8	0	2	-0.5	0.1
Cc1ccc(/C=N/NC(=O)c2cc3ccccc3cc2O)o1	1.7	34*	-1.3	0	-2.3	1	-5	-2.4	-0.1
CC1(O)CC2CC1C(C(=O)O)C2C(=O)O (stereo unspecified)	.	-4	.	1	-0.1	0	1	-2.4	-1.4
CN1CCN(c2ccc(NC(=O)c3ccc(C(F)(F)F)cc3)cn2)CC1	0.1	2	.	-6	0.8	-1	0	0.1	-1.6
CCN(C(=O)CSc1ccc2ccccc2n1)C1CCCCC1	-3.1	12	-0.1	-4	-0.4	-5	3	-7.7	5.1
COCCNC(=O)Cn1c(=O)n(Cc2ccc(C(=O)NCCc3ccc(OC)c(OC)c3)cc2)c(=O)c2ccccc21	-1.2	1	-0.8	-6	-0.6	3	0	-3.3	-1.0
Cc1ccc(CN2C(=O)c3ccccc3C2C(=O)NCc2cccnc2)cc1 (stereo unspecified)	3.1	-17	-0.6	-2	-1.1	0	-13	-3.8	0.0
Cn1nc(-c2ccccc2)c(CO)c1Sc1ccccc1	-2.9	1	.	-14	0.7	1	-4	-1.0	1.3
CC1CCCCC1NC(=O)Cn1c(CN2CCCCC2)nc2ccccc2c1=O (stereo unspecified)	-0.2	3	-0.7	0	0.3	-1	-4	-1.4	-1.2
Cc1c(NC(=O)CN2CCN(c3ccc([N+](=O)[O-])cc3)CC2)c(=O)n(-c2ccccc2)n1C	0.1	9	.	-4	-0.5	-11	-17	-3.9	-0.8
COc1cc(/C=N/NC(=O)CCN2CCN(c3ccccc3)CC2)cc(OC)c1OC	5.1	3	.	0	0.6	1	2	-0.2	-1.5
CC1(c2nnc(-c3ccccc3)o2)CC(c2cccnc2)=NO1 (stereo unspecified)	-1.7	8	1.4	-5	-0.4	2	-8	1.2	-1.7
CCC(C)(CCNC(=O)Cc1ccccc1)c1ccccc1OC (stereo unspecified)	0.4	-6	4.0	1	1.1	-7	-2	-5.6	5.7
COc1ccc(NC(=O)COC(=O)CCCc2c[nH]c3ccccc23)cc1OC	1.6	-3	.	-1	-0.4	2	-14	-1.2	0.2
O=C(Nc1ccccc1)N1CCN(c2ncccn2)CC1	-1.8	-10	1.1	1	0.1	-2	-16	-1.9	-0.3
Cc1ccc(S(=O)(=O)N(C)CCCC(=O)NC(C)(C)CO)cc1	-0.7	-4	-0.8	-6	-1.4	0	-11	-2.7	-1.0
Cc1cc(F)ccc1NCc1cccnc1	-3.0	-8	-1.1	0	0.5	1	-9	-4.3	-1.9
Cc1ccc(/C=C/C(=O)NC(=S)N2CCN(c3ccc(F)cc3)CC2)cc1	0.1	-2	.	-6	0.5	5	3	0.8	-1.4
O=[N+]([O-])c1ccc(NC(=S)NCCc2ccccc2)cc1	-3.8	6	.	2	0.3	-2	-4	-6.4	-0.6
O=C(NC1CCCN(Cc2ccc(Cl)cc2)C1)c1cccc(F)c1 (stereo unspecified)	-0.8	4	2.0	-5	-2.1	2	-12	-0.5	0.7
CC(C)(C)NC(=O)C(c1ccncc1)N(C(=O)CNC(=O)c1ccco1)c1ccc2c(c1)OCO2 (stereo unspecified)	-1.7	-5	2.6	-2	-0.1	-2	-5	-1.2	-0.2
CC(=O)Nc1ccc(S(=O)(=O)Nc2ccc3c(c2)OCO3)cc1	-1.3	6	0.9	0	0.0	1	-7	-2.9	-0.6
COc1cc(NS(=O)(=O)c2ccc(C)c(C)c2)c(OC)cc1Cl	-1.5	5	-1.3	8	0.6	1	-3	-2.6	0.2
COc1cc(C(=O)Nc2scc(-c3ccccc3)c2C(=O)O)cc(OC)c1OC	5.4	29	1.6	5	0.0	7	20	2.1	0.5
COc1ccc(C(C)=O)cc1OCc1ccccc1	.	3	1.3	-2	0.0	-4	-8	-3.8	.

Screening results deposited in PubChem by several laboratories.
